LEDGF integ inh = blocks HIV-1 LEDGF/p75-dependent DNA integration | inhibition, % at 3.7 µM | AID 743269 | TR-FRET IN-LEDGF/p75 DNA integration, Eu/Cy5 | 370,000 compounds, 0.64% hits;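 active = inhibition above the screen-wide mean plus 3 SD, cut at about 13% in these data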;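 also: signal is the Cy5 over europium emission ratio at 671 and 618 nm; 0% = plate median of compound wells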
GC-B act = GC-B (human) receptor activation; activation, % at 10 µM; P20594; AID 1920062; HEK293-GC-B cells, CNP EC30, cGMP TR-FRET; 0% at EC30 CNP, 100% saturating CNP; 370,000 compounds, 0.11% hits;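 active = activation at 10 µM reaching about 35% in either raw or pattern-adjusted values, limit read from the data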
PRMT1 inh = blocks human protein arginine methyltransferase 1. Q99873. recombinant PRMT1, activity-based probe fluorescence polarization. inhibition, % at 2.79 µM. 370,000 compounds, 1.3% hits;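 active = inhibition above about 21% made by adding two undisclosed values, limit read from the data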
rCAG binder = molecules binding r(CAG) RNA repeats; r(CAG) RNA repeat, TO-PRO-1 dye displacement fluorescence; inhibition, % at 3 µM; 370,000 compounds, 1.3% hits;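 active = inhibition above the plate cutoff, the mean of all test compounds on that plate plus 3 SD, cut at about 35% in these data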;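 also: 0% = DMSO alone and 100% = 100 µM mitoxantrone as full dye displacement; higher means more dye released from RNA so lower well fluorescence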
TDP2 absorb = TDP2 (human) inhibition, absorbance primary screen | AID 720702 | recombinant TDP2, T5PNP hydrolysis, p-nitrophenol absorbance 415 nm | 370,000 compounds, 0.34% hits | inhibition, % at 12.8 µM;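 active = inhibition above the mean of all tested compounds plus 3 SD, set per campaign, cut at about 25% in these data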;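 also: 0% = DMSO with enzyme and 100% = buffer with substrate but no TDP2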
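System – recombinant human TDP2 · Quantity – TDP2 enzyme at 120 nM final · Doses – single concentration, 12.8 µM nominal, with 1% DMSO · Incubation – 2 h at 37 °C · Measured by – epi absorbance of p-nitrophenol freed from T5PNP by hydrolysis · Read-out – % inhibition relative to enzyme-containing and enzyme-free wells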
TCR-CD3 inh = blocks the human TCR-CD3 interaction. TAMRA-labeled TCR probe fluorescence, biochemical. inhibition, % at 9.4 µM. 360,000 compounds, 0.37% hits; in the data active = inhibition above about 19%;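 also: recombinant mutant TCR 2C K166C tagged with TAMRA read by polarization; 0% = receptor in buffer alone and 100% = receptor with positive control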
SIAE primary = blocks human sialic acid acetylesterase | inhibition, % at 9.66 µM | 370,000 compounds, 0.69% hits | SIAE FP-Rh probe binding, fluorescence polarization | Q9HAT2;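 active = inhibition above a cutoff: mean of compounds within the control limits plus 3 SD of those, cut at about 17% in these data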;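 also: 0% = plate median of compound wells and 100% = probe without SIAE protein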
Target sequence (Q9HAT2 whole entry, looked up): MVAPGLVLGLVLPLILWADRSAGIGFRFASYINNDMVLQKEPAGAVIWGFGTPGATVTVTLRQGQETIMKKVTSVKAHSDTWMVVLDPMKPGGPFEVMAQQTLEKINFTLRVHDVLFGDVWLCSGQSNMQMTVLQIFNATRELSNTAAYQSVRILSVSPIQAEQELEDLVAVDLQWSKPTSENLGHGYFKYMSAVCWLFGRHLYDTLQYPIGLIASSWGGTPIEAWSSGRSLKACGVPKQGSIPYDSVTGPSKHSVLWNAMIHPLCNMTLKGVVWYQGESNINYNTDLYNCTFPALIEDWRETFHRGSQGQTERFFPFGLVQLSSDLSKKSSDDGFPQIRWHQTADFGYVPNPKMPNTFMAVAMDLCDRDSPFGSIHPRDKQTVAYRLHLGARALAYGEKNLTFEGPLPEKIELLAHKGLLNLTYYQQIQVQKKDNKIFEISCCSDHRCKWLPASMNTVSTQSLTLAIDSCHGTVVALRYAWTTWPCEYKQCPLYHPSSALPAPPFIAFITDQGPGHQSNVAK
mABHD4 FP = inhibitors of mouse ABHD4 | Q8VD66 | purified mABHD4, FP-Rh probe fluorescence polarization | inhibition, % at 8.92 µM | 370,000 compounds, 0.54% hits;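 active = inhibition exceeding the mean over every tested compound plus 3 SD, cut at about 30% in these data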;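 also: 0% = plate median of compound wells and 100% = S159A mutant with DMSO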
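Doses – 8.92 µM, single dose · Material – wild-type mouse ABHD4 protein · Replication – single well per compound (singlicate) · Measure – percent inhibition of probe binding, normalized to plate controls · Schedule – 45 min compound pre-incubation plus 60 min probe step, 25 °C · Detection – fluorescence polarization with parallel and perpendicular emission, 525/598 nm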
HTRA1 inhibitor = blocks human HTRA1 serine peptidase | recombinant HTRA1, FP-rhodamine activity-based probe, fluorescence polarization | 340,000 compounds, 0.5% hits | inhibition, % at 5.96 µM; in the data active = inhibition above about 36%;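 also: 0% = enzyme with DMSO and 100% = wells lacking enzyme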
MBD2 DNA inh = inhibitors of human MBD2 binding to methylated oligonucleotide | TR-FRET | Q9UBB5 | inhibition, % at 4.4 µM | 370,000 compounds, 0.31% hits; in the data active = inhibition above about 13%
Target sequence (Q9UBB5 whole entry, looked up): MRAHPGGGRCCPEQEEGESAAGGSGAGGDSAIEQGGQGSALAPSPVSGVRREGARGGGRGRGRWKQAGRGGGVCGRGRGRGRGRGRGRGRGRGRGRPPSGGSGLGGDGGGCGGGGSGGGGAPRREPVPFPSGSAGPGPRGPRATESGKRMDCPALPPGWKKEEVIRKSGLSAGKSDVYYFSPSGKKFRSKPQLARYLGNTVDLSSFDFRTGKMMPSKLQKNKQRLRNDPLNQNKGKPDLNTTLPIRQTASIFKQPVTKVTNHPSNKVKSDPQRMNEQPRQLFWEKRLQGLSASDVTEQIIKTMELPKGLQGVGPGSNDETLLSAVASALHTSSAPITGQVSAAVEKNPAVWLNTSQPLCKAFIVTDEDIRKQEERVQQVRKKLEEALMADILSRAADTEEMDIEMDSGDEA
Numbers without * were called inactive; / = not tested or not shown. An excerpt, so the mix of outcomes need not match the whole.

SMILES | LEDGF integ inh | GC-B act | PRMT1 inh | rCAG binder | TDP2 absorb | TCR-CD3 inh | SIAE primary | mABHD4 FP | HTRA1 inhibitor | MBD2 DNA inh
COc1ccc(CCNC(=O)c2nonc2N)cc1OC | -2 | 3 | -1 | -1 | 9 | 1 | 0 | -5 | 5 | 1
Cn1c(=O)c2c(nc(N3CCN(C(=O)c4ccco4)CC3)n2CCSc2ncccn2)n(C)c1=O | 4 | 1 | -7 | -5 | 15 | 5 | 17 | 4 | 4 | -1
COc1ccc(C(=O)NCC(=O)N/N=C/c2ccc(C)o2)cc1OC | 0 | -4 | -2 | 1 | 5 | -5 | 7 | 2 | 7 | 0
CCCN=C(N)/C(C(=O)OCC)=C(\O)c1ccc(OC)cc1 | -2 | 3 | -3 | -4 | 10 | 0 | 4 | 4 | 3 | 1
CC(C)(C)NC(=O)NC(=O)CN1CCN(c2ccccc2)CC1 | 0 | 1 | 5 | -11 | 1 | -6 | 6 | 4 | 2 | 2
COc1ccc(OCc2cc(C(=O)NC(C)Cc3ccccn3)no2)c(Cl)c1 (centres undefined) | 2 | -4 | -1 | -5 | -13 | -4 | 3 | -2 | 4 | -6
Cc1ccc(CCNC(=O)C23CN(Cc4ccccc4)CC2C(c2cccc([N+](=O)[O-])c2)=NO3)cc1 (centres undefined) | -2 | -6 | 6 | 10 | 3 | -4 | 0 | 0 | -28 | -3
O=C(Nc1ccc(S(=O)(=O)N2CCCCC2)cc1)C1CC1 | 0 | 0 | -7 | 0 | 6 | 2 | 3 | -3 | 0 | 0
CCN(CC)c1ccc([C@H]2[C@@H]3CCCC[C@]3(O)CCN2CC(=O)NCc2ccco2)cc1 | 0 | 5 | 1 | -10 | -5 | -2 | 10 | 3 | 1 | 1
O=C(C1CCCO1)N1CCN(C(=S)Nc2cccc(Cl)c2)CC1 (centres undefined) | -2 | 4 | -2 | 3 | -26 | 7 | -10 | -10 | 4 | 1
CC(=O)CC[C@H]1CC[C@]2(CCCN(Cc3nccn3C)C2)O1 | -5 | -5 | 4 | 2 | -3 | / | 7 | 1 | / | 2
C=CC[C@@H](CC(=O)N[C@H](CO)Cc1ccccc1)C(=O)N[C@@H](COC(=O)[C@H](CC=C)CC(=O)OC(C)(C)C)Cc1ccccc1 | -1 | -2 | -4 | -9 | -2 | 4 | -3 | -2 | -31 | -6

Limited to TDP2 absorb and TCR-CD3 inh (3 entries from above):
| SMILES | TDP2 absorb | TCR-CD3 inh |
| --- | --- | --- |
| CCCN=C(N)/C(C(=O)OCC)=C(\O)c1ccc(OC)cc1 | 10 | 0 |
| Cc1ccc(CCNC(=O)C23CN(Cc4ccccc4)CC2C(c2cccc([N+](=O)[O-])c2)=NO3)cc1 (centres undefined) | 3 | -4 |
| O=C(C1CCCO1)N1CCN(C(=S)Nc2cccc(Cl)c2)CC1 (centres undefined) | -26 | 7 |

(list continues)
SMILES | LEDGF integ inh | GC-B act | PRMT1 inh | rCAG binder | TDP2 absorb | TCR-CD3 inh | SIAE primary | mABHD4 FP | HTRA1 inhibitor | MBD2 DNA inh
COc1cc(NCCCC(C)N)c2ncccc2c1 (centres undefined) | 30* | 3 | 4 | 9 | 64* | 62* | 44* | 47* | 62* | -16
CCOC(=O)N1CCN(C(=O)C2CCC(=O)N(Cc3ccc(Cl)cc3)C2)CC1 (centres undefined) | -2 | 3 | 1 | -7 | -5 | 6 | -7 | -2 | -3 | -1
CC(C)(C)OC(=O)N1CCC2(CC1)Oc1ccc(F)cc1C(=O)C21CC(c2cccnc2)=NO1 (centres undefined) | -1 | 0 | 0 | 0 | 7 | -3 | 3 | -2 | -7 | -7
C=CCn1c(SCC(=O)NC2(C)CCS(=O)(=O)C2)nc2ccccc21 (centres undefined) | -2 | 3 | 1 | 2 | 8 | -2 | 0 | -3 | 0 | -5
Cc1ccc(-n2ncc3c(NCc4ccccn4)ncnc32)c(C)c1 | 1 | -3 | 2 | -4 | -3 | -1 | -4 | -7 | -1 | 4
CCN(CC)C(=O)C1=C(C)Nc2ncnn2C1c1cccnc1 (centres undefined) | -3 | 4 | 3 | -4 | -2 | -4 | -7 | 0 | 9 | 0
CC1CCCN(C(=O)CSCC(=O)N=c2sc3ccccc3n2C)C1 (centres undefined) | 0 | -6 | 0 | -11 | 1 | 2 | -4 | 4 | 6 | -6
CSCC[C@H](N)C(=O)N1CCC(C(=O)N[C@@H](C)C(=O)NCc2ccc(F)cc2)CC1 | 2 | 0 | -4 | -3 | 4 | 3 | -2 | -2 | -8 | 2
COc1ccccc1N(C(=O)c1ccco1)C(C(=O)NC1CCCC1)c1cccnc1 (centres undefined) | -3 | -1 | 4 | 0 | -1 | -8 | 5 | -7 | 3 | -1
CC(=O)N(C1=C(O)c2ccccc2C(=O)C1=O)C1CCCCC1 | 3 | -4 | 0 | 3 | 1 | -1 | 1 | 1 | -3 | -6
Cc1c(Cl)cccc1N=c1c([N+](=O)[O-])nn(-c2ccccc2)n1O | 2 | -5 | -2 | 1 | 9 | 3 | 2 | -4 | 2 | -6
COc1ccccc1NS(=O)(=O)c1ccc2oc(SC)nc2c1 | -1 | -4 | 4 | 0 | 8 | -3 | -6 | -2 | -12 | 3
COc1ccccc1OC(=O)c1ccc(S(=O)(=O)N(C)C)cc1 | -1 | 4 | 0 | -2 | -1 | 2 | -6 | 4 | -2 | 5
O=C(c1ccc(F)cc1F)N1CCN(c2ccccn2)CC1 | -2 | 1 | -3 | -3 | 14 | 0 | -2 | -6 | -1 | -4
COc1ccccc1N(CC(=O)NCc1ccccc1)S(C)(=O)=O | 1 | 2 | -1 | -2 | 3 | -1 | 11 | -2 | 2 | 8
COc1ccc(NC(=O)c2cc(-c3ccc(C)o3)nc3ccccc23)cc1OC | 4 | 9 | 8 | 18 | 7 | 3 | 0 | -7 | -13 | -3
CC(=O)NC(=S)Nc1ccc(S(=O)(=O)Nc2ncccn2)cc1 | 2 | 2 | -7 | 1 | 2 | 2 | 0 | 3 | 9 | 4
COc1ccc(S(=O)(=O)/N=C2\C=C(NS(=O)(=O)c3ccccc3)C(=O)c3ccccc32)cc1 | 16* | 0 | 1 | 64* | 36* | 7 | 2 | 27 | 10 | -14
O=C1C(O)=CC(=C(c2ccccc2)c2ccccc2)c2ccccc21 | 11 | 4 | 42* | 7 | 26* | 0 | 8 | 26 | 14 | -1
CSc1nnc(C)c(=O)n1COC(=O)/C=C/c1ccccc1 | 4 | -10 | -5 | 2 | 0 | 2 | -3 | -4 | 5 | -5
Cc1cccc(-n2cc(CN(C)Cc3nccn3C)c(-c3cccc(F)c3)n2)c1 | 3 | -5 | 1 | -1 | -15 | -12 | -1 | -1 | -93 | -6
O=C(COC(=O)Cn1cnc2ccccc2c1=O)NCC12CC3CC(CC(C3)C1)C2 | 1 | -4 | -1 | -6 | 10 | -1 | -3 | -1 | 2 | -1
CC(COc1cc(F)cc(F)c1)CN1CCC(C(O)(c2ccccc2)c2ccccc2)CC1 (centres undefined) | 6 | 2 | -10 | 2 | -5 | / | -9 | -2 | / | -1
O=C(CCc1nnc2n(Cc3ccccc3)c(=O)c3ccccc3n12)NCCCN1CCCCC1 | 2 | -5 | -1 | 1 | -9 | 3 | 4 | 6 | 3 | 1

Copied from the list.
Cc1cccc(-n2cc(CN(C)Cc3nccn3C)c(-c3cccc(F)c3)n2)c1 @ TCR-CD3 inh = -12
O=C(c1ccc(F)cc1F)N1CCN(c2ccccn2)CC1 @ rCAG binder = -3

(continued)
SMILES | LEDGF integ inh | GC-B act | PRMT1 inh | rCAG binder | TDP2 absorb | TCR-CD3 inh | SIAE primary | mABHD4 FP | HTRA1 inhibitor | MBD2 DNA inh
CC(C)c1ccc(NC(=S)NNC(=O)c2cccnc2)cc1 | 5 | -2 | -3 | 9 | -9 | -4 | -10 | -2 | 2 | -5
CCc1nc2ccccc2c(C(=O)OCC(=O)NCc2ccco2)c1C | -1 | -2 | 7 | 4 | -11 | 3 | -2 | 0 | -8 | -2
CCc1ccc2[nH]c(=O)c(CN(CCN3CCCC3)C(=O)NC3CCCCC3)cc2c1 | 0 | -4 | 0 | 1 | -1 | 1 | 0 | 5 | -4 | -3
O=C(Nc1ccncc1)Nc1ccc(Cl)cc1Cl | 2 | -26 | -3 | 3 | 7 | -1 | -3 | -10 | -6 | 0
COC(=O)Cc1c(O)ccn(CCc2ccc(OC)c(OC)c2)c1=O | 2 | 0 | 2 | -2 | 10 | 8 | 6 | 3 | 9 | -3
Cc1nc(NC(=O)COC(=O)CCC(=O)c2cccs2)c(Cl)cc1Cl | 2 | -1 | 0 | 1 | 3 | -3 | -7 | 5 | 5 | 0
CN(C)c1ccc(/C=N/NC(=O)c2ccccc2)cc1 | -1 | -7 | 1 | 1 | 13 | 0 | 3 | -1 | 4 | -3
CC(=O)N1CCN(c2nnc(-c3ccccc3)c3ccccc23)CC1 | 3 | 0 | -3 | -2 | -2 | 5 | -4 | -4 | 8 | -1
Cc1ccc(C(=O)NCc2ccccn2)c(Cl)c1 | 2 | -6 | 2 | 1 | 6 | 1 | -1 | -6 | -3 | 0
Nc1ccc2c(c1)C1(CCC2)NC(=O)NC1=O (centres undefined) | 1 | -10 | -5 | 1 | -2 | 3 | -2 | 5 | 11 | 9
CCCC(=O)c1ccc(N2CCN(S(=O)(=O)c3ccc(C)cc3)CC2)c(F)c1 | 2 | -2 | -1 | -1 | 4 | 3 | 0 | 2 | -10 | -2
O=C(Nc1ccc2c(c1)CCC2)c1ccc(F)c(S(=O)(=O)N2CCOCC2)c1 | -5 | 4 | 3 | 2 | 11 | -4 | -6 | 5 | -9 | 8
O=C(O)C1CCCCC1C(=O)Nc1cc(Cl)ccc1Cl (centres undefined) | -4 | 5 | -2 | -1 | -4 | 3 | -5 | 5 | / | 3
CC(OC(=O)C(NC(=O)c1ccco1)C(C)C)C(=O)Nc1ncc(Cl)cc1Cl (centres undefined) | 0 | 0 | -1 | -3 | 1 | 2 | 0 | 0 | -4 | -5
O=C(NCCSc1ncc(-c2ccc(F)cc2)[nH]1)c1ccc2c(c1)OCO2 | -1 | -8 | -1 | 3 | 5 | 3 | -1 | 4 | -6 | 0
CN(C)S(=O)(=O)c1ccc(C(=O)Nc2nnc(Cc3ccccc3)s2)cc1 | 1 | 2 | 0 | 3 | -9 | -8 | -3 | -8 | -3 | -3
COc1ccc(CNC(=O)c2sc(=O)n(Cc3ccc(C)cc3)c2C)cc1OC | 0 | 8 | 0 | 2 | -4 | 8 | 9 | 2 | / | 1
CCOc1ccc(NC(=O)c2ccc(CNc3c(NC4CCCCC4)c(=O)c3=O)cc2)cc1 | -3 | -1 | -2 | 6 | -7 | 1 | 6 | 4 | 2 | 1
O=S(=O)(Nc1ccon1)c1cc(Cl)ccc1Cl | 1 | 5 | -2 | 3 | -30 | -7 | 4 | -7 | -1 | 3
CCCCC[C@@H](C)N1C[C@H](COCc2ccccc2)Oc2cc(N3CC[C@H](O)C3)ccc2S1(=O)=O | 1 | 3 | 2 | 8 | 1 | -3 | 5 | -16 | / | 3
CC(C)C[C@H](NC(=O)OC(C)(C)C)C(=O)N/N=C/C1=Cc2ccccc2OC1C (some centres undefined) | -4 | -4 | 1 | 3 | -9 | -2 | -7 | 7 | -13 | -1
O=C(CN1CCOc2ccccc21)NCc1cccs1 | -2 | 6 | 1 | 3 | 6 | 5 | -2 | 1 | -4 | 5
